# SIAE inh = blocks human sialic acid acetylesterase | inhibition, % at 9.66 µM | AID 1053197 | hit rate 0.69% among 370,000 | SIAE FP-Rh probe binding, fluorescence polarization | Q9HAT2;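 active = inhibition above a cutoff: mean of compounds within the control limits plus 3 SD of those, cut at about 17% in these data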;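 also: 0% = plate median of compound wells and 100% = probe without SIAE protein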
# ASAP1 inh = blocks human ASAP1-stimulated Arf1 GTP hydrolysis; GDP FP detection; inhibition, % at 16.5 µM; hit rate 0.19% among 360,000; AID 624377; in the data active = inhibition above about 25%;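 also: 0% = vehicle with enzyme and substrate and 100% = no enzyme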
# Target sequence (Q9ULH1 325-724 limits assumed): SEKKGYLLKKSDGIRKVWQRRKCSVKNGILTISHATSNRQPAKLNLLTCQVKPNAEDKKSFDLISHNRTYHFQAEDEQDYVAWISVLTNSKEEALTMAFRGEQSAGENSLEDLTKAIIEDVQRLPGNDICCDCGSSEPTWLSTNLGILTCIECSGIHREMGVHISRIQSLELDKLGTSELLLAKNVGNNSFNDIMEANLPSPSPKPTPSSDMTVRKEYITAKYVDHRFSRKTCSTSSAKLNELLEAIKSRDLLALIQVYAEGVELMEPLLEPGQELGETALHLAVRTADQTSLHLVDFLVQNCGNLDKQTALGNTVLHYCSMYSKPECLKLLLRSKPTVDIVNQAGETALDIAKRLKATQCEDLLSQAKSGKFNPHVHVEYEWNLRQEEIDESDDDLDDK
# PLCb3 inh = inhibitors of human phospholipase C beta3; hit rate 0.18% among 370,000; AID 720704; Purified PLC-beta3, fluorogenic substrate, fluorescence; inhibition, % at 12.2 µM; in the data active = inhibition above about 11%;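 also: 0% = median of compound wells on plate and 100% = full blocker control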
# ARFGAP1 inh = inhibitors of rat ARFGAP1 | Arfgap1-stimulated ARF1 GTP hydrolysis, GDP FP detection | inhibition, % at 16.5 µM | Q62848 | AID 651572 | hit rate 0.26% among 360,000;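 active = inhibition above a per-plate limit, mean inhibition of low control wells plus 3 SD, cut at about 25% in these data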;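 also: 0% = DMSO wells with enzyme and 100% = wells lacking Arfgap1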
# Target sequence (Q62848 1-136 limits assumed): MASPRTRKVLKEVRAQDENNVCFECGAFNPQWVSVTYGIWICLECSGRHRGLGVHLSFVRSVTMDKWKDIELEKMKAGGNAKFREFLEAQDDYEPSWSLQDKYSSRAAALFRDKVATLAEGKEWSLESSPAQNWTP
#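 Material: rat Arfgap1 catalytic domain, aa 1-136; also added: human ARF1(Δ1-17)-GTP substrate; compound dosing: one concentration, 16.5 µM, DMSO 1.26%; incubation: GTP hydrolysis reaction 2 h at 25 °C; measured by: Tracer-displacement fluorescence polarization with EDTA stop, 620/688 nm; evaluation: % inhibition from polarization; repeats: one replicate per compound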
# ADAM17 inh = inhibitors of human ADAM17; AID 720648; inhibition, % at 6.95 µM; hit rate 0.83% among 370,000; recombinant ADAM17, EDANS/DABCYL FRET peptide cleavage; P78536;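 active = inhibition above the mean of compounds lying between control limits plus 3 SD, set per campaign, cut at about 8.5% in these data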;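 also: 0% = DMSO-only wells as the low control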
# ADAM10 inh = ADAM10 inhibition, QFRET primary screen; hit rate 0.62% among 370,000; AID 720582; O14672; inhibition, % at 7 µM; recombinant ADAM10, EDANS/DABCYL FRET peptide cleavage, 3 h;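 active = inhibition above a per-campaign cutoff equal to the mean of compounds falling between control-based bounds plus 3 SD, cut at about 20% in these data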;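 also: 0% = DMSO wells while the 100% control is not disclosed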
# Target sequence (O14672 214-748 limits assumed): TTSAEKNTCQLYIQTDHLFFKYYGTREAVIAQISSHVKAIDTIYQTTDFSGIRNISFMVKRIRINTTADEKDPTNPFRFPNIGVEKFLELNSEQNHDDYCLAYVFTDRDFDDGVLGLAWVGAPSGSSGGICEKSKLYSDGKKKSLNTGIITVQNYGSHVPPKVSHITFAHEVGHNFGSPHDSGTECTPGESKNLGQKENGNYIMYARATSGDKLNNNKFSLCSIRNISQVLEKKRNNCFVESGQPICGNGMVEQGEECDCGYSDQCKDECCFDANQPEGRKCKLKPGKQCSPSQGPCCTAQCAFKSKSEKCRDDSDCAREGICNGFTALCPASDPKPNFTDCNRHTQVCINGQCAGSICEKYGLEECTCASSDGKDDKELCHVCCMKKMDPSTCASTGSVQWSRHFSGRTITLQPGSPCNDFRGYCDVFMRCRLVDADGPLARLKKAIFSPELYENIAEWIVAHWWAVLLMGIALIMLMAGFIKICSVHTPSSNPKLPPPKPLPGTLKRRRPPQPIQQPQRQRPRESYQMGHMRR
# Tn6 DDE FP = disrupts Tn6 cyclic peptide binding to fibrin D-Dimer-E complex; hit rate 0.21% among 370,000; P02675; Fibrin DD(E) TRITC-Tn6 fluorescence polarization displacement; inhibition, % at 8.3 µM;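 active = inhibition above a per-campaign cutoff: mean of compounds within control limits plus 3 SD, cut at about 15% in these data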;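 also: 0% = median of all compound wells on the plate and 100% = blocking peptide control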
# Tn7 DDE FP = DD(E)-Tn7 binding inhibition, primary FP screen; AID 720508; hit rate 0.13% among 370,000; FP displacement of FITC-Tn7 peptide from fibrin DD(E); 0% = median of compound wells per plate; inhibition, % at 8.3 µM; P02675;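 active = inhibition above the mean of compounds falling within the control limits plus 3 SD of them, cut at about 14% in these data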;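 also: 0% = plate median of compound wells and 100% = 10 µM Aha-Tn7 peptide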
#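 Assay system: human fibrin DD(E) protein / Input: 2 µM fibrin DD(E) / Benchmarks: high control of 10 µM Aha-Tn7 peptide / Measured by: fluorescence polarization of the labelled Tn7 tracer / Medium: Tris buffer with calcium and detergent, pH 7.8 / Timing: 10 min compound pre-incubation, 3 h probe incubation at room temperature / Repeats: one replicate per compound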
# TDP2 absorb = blocks human TDP2 phosphodiesterase activity | recombinant TDP2, T5PNP hydrolysis, p-nitrophenol absorbance 415 nm | inhibition, % at 12.8 µM | hit rate 0.34% among 370,000;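 active = inhibition above the mean of all tested compounds plus 3 SD, set per campaign, cut at about 25% in these data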;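 also: 0% = DMSO with enzyme and 100% = buffer with substrate but no TDP2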
#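 Incubation: 2 h at 37 °C; Test system: recombinant human TDP2; Quantity: enzyme 120 nM; Read-out basis: percent inhibition; Medium: 50 mM Tris-HCl pH 7.5 with Mg2+, KCl, DTT, BSA; Repeats: single replicate; Compound: 12.8 µM single point, 1% DMSO; Signal: epi absorbance; Reagent: 5 mM T5PNP chromogenic substrate; Benchmarks: no-enzyme high, DMSO-plus-enzyme low.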
# PLC-gamma1 inh = inhibitors of human phospholipase C gamma1; inhibition, % at 12.2 µM; hit rate 0.84% among 370,000; purified PLC-gamma1, fluorogenic substrate, fluorescence; in the data active = inhibition above about 9.5%
# * hit, by the source's call; i = inactive; · = no result given.
# Under each structure – SIAE inh	ASAP1 inh	PLCb3 inh	ARFGAP1 inh	ADAM17 inh	ADAM10 inh	Tn6 DDE FP	Tn7 DDE FP	TDP2 absorb	PLC-gamma1 inh
CCOc1ccccc1NC(=O)CSc1nnnn1Cc1ccccc1
    6	-1	3	-2	2	0	1	-4	1	7
CCOC(=O)N1CCN(c2c(-c3ccc(C)c(C)c3)c(=O)c2=O)CC1
    -1	4	3	0	-2	-3	-9	-9	-2	2
COc1ccc(N2CCN(S(=O)(=O)Cc3ccccc3)CC2)cc1
    4	-8	2	6	1	5	2	-2	0	2
O=C(CN(CC1CCCO1)C(=O)CNS(=O)(=O)c1ccc(Cl)cc1)NCc1ccc(F)cc1 (stereo not drawn)
    0	-1	-5	10	-2	-3	-4	1	9	2
CCCCC(=O)N(Cc1ccc2c(c1)OCO2)Cc1nc2ccccc2c(=O)[nH]1
    5	0	1	-1	-1	-6	1	8	5	-1
COC(=O)C[C@@H]1CC[C@@H](NS(=O)(=O)c2ccccc2OC)[C@@H](CO)O1
    3	10	-1	-14	-6	-7	2	-2	4	-1
COc1ccc(C)cc1S(=O)(=O)Nc1ccc2c(c1)N(C(C)=O)CCC2
    -18	-2	-11	7	-8	1	1	-4	-12	0
Cc1ccc(OCCNC(=O)C2CCCCC2)cc1
    2	5	0	-8	-2	2	-1	5	7	-1
CC1CN(C(=O)c2ccccc2OCc2ccccc2Cl)CC(C)O1 (stereo not drawn)
    1	6	0	1	-2	-12	4	2	-4	-1
C[C@@H]1CN([C@@H](C)CO)C(=O)CCCn2nncc2CO[C@@H]1CN(C)C(=O)c1ccc(N2CCN(C)CC2)cc1
    -2	0	-1	3	-4	-6	-1	-4	2	-1
Cc1nc(-c2ccc(NC(=O)C(C)(C)C)cc2)c(-c2ccccc2)o1
    -5	14	-14	1	-10	-21	-2	2	15	-10
C[C@@H]1CN([C@H](C)CO)C(=O)CCCn2nncc2CO[C@H]1CN(C)C(=O)Nc1ccc(N2CCN(C)CC2)cc1
    16	2	1	-2	-1	-3	-3	-4	10	4
Cc1onc(-c2ccccc2)c1C(=O)N1CCC(C)(C(=O)O)C1 (stereo not drawn)
    4	-7	-1	-2	-3	-1	8	-1	15	0
Cn1c(=O)n(C)c2cc(/C=N/NC(=O)c3cccc(Br)c3)ccc21
    2	-3	-34	-2	-5	-13	2	1	1	-26
COc1ccc(N(CC(=O)Nc2cccc(SC)c2)S(C)(=O)=O)cc1
    4	5	0	-6	1	7	6	7	4	3
NC(=O)C1(NC(=O)[C@@H]2CC3(CC(c4cccc(NC(=O)c5cc([N+](=O)[O-])cc([N+](=O)[O-])c5)c4)=NO3)CN2C(=O)c2ccccc2)CC1 (stereo partly drawn)
    -3	0	2	16	4	3	-7	0	-12	5
COCCCNC(=O)Cn1nnc(-c2ccc(NC(=O)c3ccccc3F)cc2)n1
    10	12	3	5	-3	1	1	1	5	-1
C=CCN=c1scc(-c2ccco2)n1/N=C/c1ccc(O)c(O)c1O
    2	6	-12	-13	3	6	3	2	0	-3
CCOC(=O)C(=O)/C(C#N)=C/Nc1ccc(Cl)cc1
    -5	-4	4	6	0	3	-2	-4	0	0
COC(=O)Cc1c(O)ccn(Cc2ccc(OC)c(OC)c2)c1=O
    2	-6	5	-12	2	-5	-2	3	3	0

# Under each structure – SIAE inh	ASAP1 inh	PLCb3 inh	ARFGAP1 inh	ADAM17 inh	ADAM10 inh	Tn6 DDE FP	Tn7 DDE FP	TDP2 absorb	PLC-gamma1 inh
CCOC(=O)c1c(S(=O)(=O)N2CCN(C)CC2)c(C)n(C)c1C
    -5	-3	-3	-11	-6	1	7	-2	-13	3
CCOC(Cn1c(CCCO)nc2ccccc21)OCC
    9	-5	1	-2	-1	-8	-2	-5	-6	2
Cc1cc(C(=O)O[C@@H]2CCC[C@]3(C(=O)N(Cc4ccccc4)c4ccccc43)[C@H]2NC(=O)CCc2ccccc2)no1
    4	·	3	·	-1	0	-6	0	6	-1
O=C(NCCc1ccccc1)C1CC(=O)N(C2CCCCCC2)C1 (stereo not drawn)
    5	-8	0	4	-1	0	-4	-2	10	0
NC(Cc1ccc(Cl)cc1)c1csc(Nc2cc(Oc3ccccc3)ncn2)n1 (stereo not drawn)
    5	-6	-7	-2	-2	-1	1	3	2	6
Cc1ccc(S(=O)(=O)NCCCCCC(=O)NC(C)(C)CO)cc1
    -1	4	3	-3	1	-1	3	-2	-11	4
CC(C)C[C@H]1CN([C@@H](Cc2ccc(O)cc2)CN2CCCC2CN2C(=S)NC[C@@H]2Cc2ccccc2)C(=S)N1CC1CCCCC1 (stereo partly drawn)
    -9	20	1	-1	3	5	-4	-2	-4	2
Cc1ccc(C(=O)CCC(=O)Nc2ncccc2O)cc1
    7	11	-8	2	-5	-11	5	9	4	1
COc1cc(/C=N/NC(=O)c2cc(C)oc2C)cc(OC)c1OC
    -10	-4	0	8	-4	-7	9	6	-14	-2
CCOc1ncccc1C(=O)OCC(=O)c1ccccc1Br
    -5	-3	-9	3	-5	0	8	-1	-15	0
CCN(CC)CCNC(=O)CCn1nc(-c2ccc(Cl)cc2)ccc1=O
    -12	-12	-4	-7	-3	-3	6	6	2	3
Cc1ccc([C@H]2C[C@H](O)[C@@H](n3cc(COC(=O)c4ccccc4)nn3)CN2C(=O)c2cccs2)cc1
    0	-13	-3	6	-2	-4	0	-1	7	1
C=CCc1cccc2cc(C(=O)N3CCN(C(=O)OCC)CC3)c(=O)oc12
    6	-1	-6	7	-4	-10	0	0	-2	-3
CCCCN1C(=O)C(CC(=O)NCCN2CCOCC2)CC(C(=O)N2CCCCCC2)=C1C (stereo not drawn)
    0	-8	1	-11	0	3	0	3	7	3
O=C(NCc1nc2ccccc2[nH]1)c1ccc(S(=O)(=O)N2CCOCC2)cc1
    0	-11	-2	-3	-2	-5	5	-6	-2	-1
CC(=O)NC(CC(=O)NC(C)c1ccc(Cl)cc1Cl)c1ccccc1 (stereo not drawn)
    9	6	-6	2	0	-2	-10	-3	10	-1
CCOc1ccc(CN(C)C(=O)c2ccc(NS(=O)(=O)c3ccc4[nH]c(=O)[nH]c4c3)cc2)cc1
    -10	10	-7	16	0	-5	-3	0	5	2
O=C1CC(C(=O)N(c2ccccc2)C(C(=O)NC2CCCC2)c2ccncc2)CS1 (stereo not drawn)
    1	-9	-6	-2	-4	3	2	3	7	0
Cc1nc(NCCCn2ccnc2)c2oc3ccccc3c2n1
    -5	-1	1	8	-1	2	10	-7	-6	-1
N#Cc1c(-c2ccccc2)cc2nc3ccccc3n2c1N
    7	1	i	-6	-262	i	-2	-5	1	-398

# Under each structure – SIAE inh	ASAP1 inh	PLCb3 inh	ARFGAP1 inh	ADAM17 inh	ADAM10 inh	Tn6 DDE FP	Tn7 DDE FP	TDP2 absorb	PLC-gamma1 inh
CN(Cc1ccccc1F)C(=O)c1ccc(NC(=O)CC2SC(N3CCCCC3)=NC2=O)cc1 (stereo not drawn)
    -4	3	-11	-4	-2	-13	-5	-7	3	0
O=C(CN1C(=O)C2CC=CCC2C1=O)OCCN1C(=O)c2ccccc2C1=O (stereo not drawn)
    4	5	0	-6	0	-4	6	-4	11	-2
CC(C)c1ccc(C(C(=O)NC2CCCCC2)N(C(=O)c2ccccn2)c2cccnc2)cc1 (stereo not drawn)
    -3	-14	-1	8	-3	-11	1	8	-8	2
CCCCCCCC1c2c(c(C)c(C)oc2=O)Oc2c(C)c(C)oc(=O)c21
    0	-4	0	0	-3	0	1	2	5	1
O=C(COc1ccc(S(=O)(=O)NCc2ccccc2)cc1Cl)NCC1CCCO1 (stereo not drawn)
    -4	3	-3	9	-1	-6	3	-1	-9	1
Cc1cccc(N2CCN(C(=O)c3ccc(CS(=O)(=O)c4ccccc4C)o3)CC2C)c1 (stereo not drawn)
    5	-11	-4	-3	-1	1	5	3	0	0
CN(Cc1ccccc1)C(=O)c1ncn(C)c1C(=O)N(C)Cc1ccccc1
    0	12	1	13	-6	10	-4	5	2	4
NC(=O)c1cc(C(=O)Cc2ccc(Cl)cc2)c[nH]1
    0	4	-2	9	-1	2	-2	-1	15	2
OC(COc1c(F)cc(Br)cc1F)CN1CCc2ccccc2C1 (stereo not drawn)
    -4	7	-3	0	2	14	-1	2	3	-1
O=C(O)c1cc(-c2ccc(/C=N/Nc3ccc([N+](=O)[O-])cn3)o2)ccc1Cl
    -4	-4	-7	-15	-2	-5	0	2	-1	-4
CCN1C(=O)c2cccc3c(Cl)ccc1c23
    3	-9	-202	-3	-3	-13	-5	-9	3	-160
COc1ccc(CNS(=O)(=O)c2ccccc2Br)c(OC)c1
    -5	-2	2	0	4	5	6	5	-5	3
Clc1cc(-c2ccccc2)nc(-c2ccccc2)n1
    4	4	-3	8	1	6	0	-7	1	3
CCN(CC)CCN1CCN(c2cnc(C)cn2)CC1
    1	7	-18	-6	-20	-77	2	-11	-11	-14
Cc1cc(C)n2c(NCc3ccccc3)c(CC(C)C)nc2n1
    1	-3	-23	8	-8	-27	-2	3	4	-14
Cc1ncc([N+](=O)[O-])n1CCOC(=O)C12CC3CC(CC(C3)C1)C2
    5	14	-2	18	-2	-1	-4	-3	-9	2
Cc1c(C(=O)OCC(=O)N2CC(C)OC(C)C2)oc2ccc(Br)cc12 (stereo not drawn)
    3	12	-2	-12	6	4	-2	-5	9	0
COc1ccc(C2=NN(c3nc(C)cc(C)n3)C(=O)C2)cc1
    2	0	-17	3	-8	-9	2	4	1	-7
COc1ccc(NCc2cc(=O)[nH]c3ccccc23)cc1
    1	-2	-5	-10	-7	-13	3	5	0	0
COC(=O)C1CCN(C(=O)COC(=O)CNS(=O)(=O)c2ccc(SC)c([N+](=O)[O-])c2)CC1
    -6	4	3	-4	-1	3	1	1	-1	-3

# Under each structure – SIAE inh	ASAP1 inh	PLCb3 inh	ARFGAP1 inh	ADAM17 inh	ADAM10 inh	Tn6 DDE FP	Tn7 DDE FP	TDP2 absorb	PLC-gamma1 inh
CCOC(=O)C1CC(c2ccc(Cl)cc2)=NNC1=O (stereo not drawn)
    -4	6	3	6	4	-3	-3	-7	-10	-2
CCOCCCNc1ccc(N2C(=O)C3CCCCC3C2=O)cc1[N+](=O)[O-] (stereo not drawn)
    11	-9	-4	-5	1	3	-2	11	-17	0
CC(=O)Nc1ccc(Cl)cc1-c1ccccc1
    6	2	5	6	-2	-1	2	-7	7	1
O=S(=O)(Nc1cccc(Oc2cnccn2)c1)c1ccc(F)cc1
    -2	5	0	12	-6	0	-3	5	4	0

# Source: PubChem (The Scripps Research Institute Molecular Screening Center)
